Assay outcomes: PubChem, several laboratories
Mtb UGM inh = M. tuberculosis UGM enzyme inhibitors, primary screen, biochemical, fluorescence polarization, single point. UDP-galactopyranose mutase (Mycobacterium tuberculosis (strain ATCC 25618 / H37Rv)), …. purified UGM, fluorescence polarization probe displacement. inhibition, % at 10 µM. 0.06% of 320,000 active. AID 504406, 2011; in the data active = inhibition above about 10%, passing the limit was not always enough
Yp Topo-I inh = Yersinia pestis topoisomerase I inhibitors, primary screen, biochemical, cleavage product accumulation, plate reader, single point; DNA topoisomerase I (Yersinia pestis CO92); Y. pestis Topo-I cleavage product accumulation; activity, % at 10 µM; 0.064% of 360,000 active; in the data active = activity above about 50%, passing the limit was not always enough; also: inactives centre near 2
TcdB GH inh = TcdB glycohydrolase inhibitors, primary screen, biochemical, single point, plate reader; 0.24% of 350,000 active; TcdB glycohydrolase enzymatic assay; inhibition, % at 9.99 µM; in the data active = inhibition above about 10%
PfHsp40 yeast = rescue of yeast from PfHsp40 toxicity, primary screen, S. cerevisiae, ATP luminescence; S. cerevisiae expressing PfHsp40, growth rescue; growth rescue, % at 12.5 µM; 0.68% of 340,000 active; in the data active = growth rescue above about 28%, passing the limit was not always enough;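 also: yeast W303a lacking pdr1 and pdr3 grown in galactose medium; growth measured after three days at 30 °C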
FadD28 FP inh = inhibitors of FadD28 bisubstrate probe binding, primary screen, biochemical, fluorescence polarization, single point. Mycobacterium tuberculosis FadD28 fatty-acid-AMP ligase. inhibition, % at 12.5 µM. 0.22% of 360,000 active; in the data active = inhibition above about 8.5%, passing the limit was not always enough
BioA inh = M. tuberculosis BioA enzyme inhibitors, primary screen, biochemical, plate reader, single point, HTS; 7,8-diaminopelargonic acid synthase BioA (Mycobacterium tuberculosis); purified M. tuberculosis BioA enzyme; inhibition, % at 9.99 µM; 0.096% of 360,000 active; in the data active = inhibition above about 40%
Mtb FBA inh = Mtb FBA enzyme inhibitors, primary screen, biochemical, fluorescence, strain H37Rv; Fructose-bisphosphate aldolase (Mycobacterium tuberculosis (strain ATCC 25618 / H37Rv)), …; 2.3% of 360,000 active; inhibition, % at 1 µM; AID 588726, 2011; purified M. tuberculosis FBA, fluorescence read-out; in the data active = inhibition above about 27%;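 also: 0% = vehicle and 100% = reference inhibitor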
GDH-TPI inh = GDH-TPI coupling enzyme inhibitors, primary screen, artefact control for M. tuberculosis FBA inhibitor project, biochemical, absorbance, full deck. inhibition, % at 4.8 µM. 1.2% of 360,000 active. AID 588335, 2011. GDH-TPI coupled enzyme counterscreen, NADH absorbance; in the data active = inhibition above about 30%;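 also: 0% = DMSO wells and 100% = wells lacking the enzyme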
Vc quorum ag = inducers of Vibrio cholerae quorum light production without autoinducers, primary screen, BH1578 luxS cqsA deficient, single point. V. cholerae BH1578 lux reporter, luminescence, 6 h. activation, % at 18.7 µM. 0.16% of 350,000 active. AID 588436, 2011; in the data active = activation mostly above about 9.7%, no sharp cut-off; also: not every result past the cut was called active; inactives centre near 0; reference of the scale not given here
Numbers without * were called inactive. This is a random part of the collection (roughly 4.6% active in at least one column).

Results for CCn1c2ccccc2c2nc3ccccc3nc21 ?
Mtb UGM inh: -1.7; Yp Topo-I inh: -4; PfHsp40 yeast: 4.6; FadD28 FP inh: -2.6; Mtb FBA inh: 2; GDH-TPI inh: 19; Vc quorum ag: -0.3

Results for COc1ccccc1-c1noc(CCC(=O)NC2CCCCC2)n1 ?
Mtb UGM inh: 0.7; Yp Topo-I inh: 9; TcdB GH inh: 2.8; PfHsp40 yeast: 0.4; FadD28 FP inh: -1.6; BioA inh: 0.4; Mtb FBA inh: 1; GDH-TPI inh: 0; Vc quorum ag: -0.1

How did O=C(CC1C(=O)NCCN1Cc1ccoc1)NCCc1ccc(Cl)cc1 (configuration not stated) do in these assays?
Mtb UGM inh: 0.1; Yp Topo-I inh: 3; TcdB GH inh: 0.3; PfHsp40 yeast: -1.1; FadD28 FP inh: -2.0; Mtb FBA inh: 4; GDH-TPI inh: 13; Vc quorum ag: -0.6

What do the screens show for `CN(CC(=O)Nc1ccccc1Cl)C(=O)COC(=O)c1cccs1`?
Mtb UGM inh: -1.7; Yp Topo-I inh: -5; TcdB GH inh: 1.7; PfHsp40 yeast: -0.9; FadD28 FP inh: -0.8; BioA inh: -0.9; Mtb FBA inh: 2; GDH-TPI inh: 7; Vc quorum ag: -0.4

How did COc1ccc(CCNC(=O)c2noc(C)c2[N+](=O)[O-])cc1OC do in these assays?
Mtb UGM inh: -1.2; Yp Topo-I inh: -4; TcdB GH inh: 0.3; PfHsp40 yeast: 0.1; FadD28 FP inh: -0.4; BioA inh: 5.6; Mtb FBA inh: -1; GDH-TPI inh: 6; Vc quorum ag: -1.2

What do the screens show for `CC1CCC(C(=O)c2c(O)c3ccccc3oc2=O)CC1` (configuration not stated)?
Mtb UGM inh: 1.8; Yp Topo-I inh: 4; PfHsp40 yeast: -0.9; FadD28 FP inh: -6.1; BioA inh: 0.1; Mtb FBA inh: -3; GDH-TPI inh: -13; Vc quorum ag: -5.3

Results for CC(=O)c1ccc(S(=O)(=O)NCCC(=O)OCC(=O)NCCc2ccccc2)cc1 ?
Mtb UGM inh: -1.6; Yp Topo-I inh: -1; TcdB GH inh: 0.6; PfHsp40 yeast: 0.5; FadD28 FP inh: 0.2; BioA inh: -2.5; Mtb FBA inh: 4; GDH-TPI inh: 1; Vc quorum ag: 0.6

Results for C/C(=N\NC(=O)c1ccc(Cl)cc1)c1cccc(NC(=O)c2cccnc2)c1 ?
Yp Topo-I inh: -5; PfHsp40 yeast: -0.8; FadD28 FP inh: -0.6; Mtb FBA inh: 0; GDH-TPI inh: 0; Vc quorum ag: 1.6

How did O=C1Nc2ccccc2SC(c2ccccc2)C1O (configuration not stated) do in these assays?
Mtb UGM inh: -1.0; Yp Topo-I inh: -10; PfHsp40 yeast: -0.1; FadD28 FP inh: -1.2; BioA inh: -0.7; Mtb FBA inh: 0; GDH-TPI inh: 2; Vc quorum ag: inactive

What do the screens show for `Oc1[nH]c2ccccc2c1C=Nc1ccc2c(c1)OCO2`?
Mtb UGM inh: 3.0; Yp Topo-I inh: -5; PfHsp40 yeast: -1.4; FadD28 FP inh: -1.0; BioA inh: -0.3; Mtb FBA inh: -1; GDH-TPI inh: 1; Vc quorum ag: inactive

Results for Cc1ccc(NC(=O)C(C)OC(=O)Cc2c[nH]c3ccccc23)cc1S(=O)(=O)N1CCOCC1 (configuration not stated) ?
Mtb UGM inh: 0.5; Yp Topo-I inh: -8; TcdB GH inh: 7.4; PfHsp40 yeast: 1.2; FadD28 FP inh: 0.0; BioA inh: -0.7; Mtb FBA inh: 4; GDH-TPI inh: -3; Vc quorum ag: -1.5

How did Cc1c(Cl)cccc1NC(=O)C1COc2ccccc2O1 (configuration not stated) do in these assays?
Mtb UGM inh: 0.7; Yp Topo-I inh: 6; TcdB GH inh: 2.6; PfHsp40 yeast: 2.1; FadD28 FP inh: -0.6; BioA inh: -0.6; Mtb FBA inh: -5; GDH-TPI inh: 1; Vc quorum ag: -0.6

What do the screens show for `COC(=O)c1nc(C(=O)OC)c(C(=O)OC)nc1C(=O)OC`?
Mtb UGM inh: -0.5; Yp Topo-I inh: 1; PfHsp40 yeast: 0.3; FadD28 FP inh: 0.3; BioA inh: -1.9; Mtb FBA inh: 6; GDH-TPI inh: 10; Vc quorum ag: -1.6

What do the screens show for `COc1ccc(NC(=O)NNC(=O)c2cc3occc3n2C)c(OC)c1`?
Mtb UGM inh: -0.8; Yp Topo-I inh: -3; TcdB GH inh: -0.7; PfHsp40 yeast: -0.1; FadD28 FP inh: -2.8; BioA inh: 0.3; Mtb FBA inh: -4; GDH-TPI inh: -1; Vc quorum ag: -0.3

What do the screens show for `c1ccc(-n2nnnc2Oc2ccc(-n3ccnc3)cc2)cc1`?
Mtb UGM inh: -2.5; Yp Topo-I inh: -3; PfHsp40 yeast: 1.4; FadD28 FP inh: -4.0; BioA inh: 5.7; Mtb FBA inh: -15; GDH-TPI inh: -9; Vc quorum ag: -0.8

How did CCOC(=O)Cc1csc(N/N=C/c2ccc(Cl)cc2)n1 do in these assays?
Mtb UGM inh: 0.1; Yp Topo-I inh: 2; TcdB GH inh: -1.9; PfHsp40 yeast: 0.6; FadD28 FP inh: -1.8; Mtb FBA inh: -2; GDH-TPI inh: 9; Vc quorum ag: -0.6

How did C=CCn1c(SCC(=O)N2CC(=O)Nc3ccccc32)nc2scc(-c3ccccc3)c2c1=O do in these assays?
Mtb UGM inh: 0.4; Yp Topo-I inh: 29; TcdB GH inh: 16*; PfHsp40 yeast: 0.1; FadD28 FP inh: -3.9; BioA inh: 0.0; Mtb FBA inh: 1; GDH-TPI inh: 8; Vc quorum ag: 0.4

What do the screens show for `O=S1(=O)c2cccc3cccc(c23)N1Cc1ccc(-c2nnco2)cc1`?
Mtb UGM inh: 2.8; Yp Topo-I inh: 33; PfHsp40 yeast: 1.6; FadD28 FP inh: -15; BioA inh: 3.9; Mtb FBA inh: 9; GDH-TPI inh: 2; Vc quorum ag: inactive

How did O=C(Nc1c(Cl)cc(Cl)cc1C(=O)NCCN1CCOCC1)c1ccc(Cl)cc1Cl do in these assays?
Mtb UGM inh: -3.2; Yp Topo-I inh: 6; PfHsp40 yeast: 0.5; FadD28 FP inh: -1.4; BioA inh: -2.1; Mtb FBA inh: -4; GDH-TPI inh: 7; Vc quorum ag: 3.5

What do the screens show for `CCOC(=O)CC(=O)CSc1nc2c(cc1C#N)CCC2`?
Mtb UGM inh: -0.5; Yp Topo-I inh: 1; PfHsp40 yeast: -0.6; FadD28 FP inh: -4.0; Mtb FBA inh: 31*; GDH-TPI inh: 1; Vc quorum ag: 2.8

What do the screens show for `COc1ccccc1-n1c(CNC(=O)c2cccs2)n[nH]c1=S`?
Mtb UGM inh: 1.3; Yp Topo-I inh: 4; TcdB GH inh: 1.1; PfHsp40 yeast: -1.2; FadD28 FP inh: -0.2; Mtb FBA inh: 0; GDH-TPI inh: -3; Vc quorum ag: -0.4

What do the screens show for `COc1ccccc1NC(=O)/C(C#N)=C/c1cccn1C`?
Mtb UGM inh: 1.4; Yp Topo-I inh: 11; TcdB GH inh: 1.1; PfHsp40 yeast: 0.2; FadD28 FP inh: -1.4; Mtb FBA inh: -1; GDH-TPI inh: 10; Vc quorum ag: -0.5

What do the screens show for `O=C(Nc1ccc2nc3ccccc3nc2c1)c1ccccc1`?
Mtb UGM inh: 0.7; Yp Topo-I inh: 11; PfHsp40 yeast: 2.7; FadD28 FP inh: -3.0; Mtb FBA inh: 4; GDH-TPI inh: 3; Vc quorum ag: 2.2

What do the screens show for `C=CCn1c(SCc2c(C)noc2C)nc2sc3c(c2c1=O)CCCC3`?
Mtb UGM inh: -3.7; Yp Topo-I inh: 26; PfHsp40 yeast: 1.2; FadD28 FP inh: -4.3; BioA inh: -0.1; Mtb FBA inh: -3; GDH-TPI inh: 15; Vc quorum ag: -2.8

What do the screens show for `Cc1ccc(C(=O)OCC(=O)NCc2ccco2)s1`?
Mtb UGM inh: -0.1; Yp Topo-I inh: -8; TcdB GH inh: 0.2; PfHsp40 yeast: 0.3; FadD28 FP inh: -5.0; Mtb FBA inh: 1; GDH-TPI inh: 1; Vc quorum ag: -0.4

Results for CCc1nc2ccc(C(=O)N3CCCCC3)cn2c1N(CCC(C)C)CCN(C)C ?
Yp Topo-I inh: -5; TcdB GH inh: 1.4; FadD28 FP inh: -3.7; BioA inh: -1.3; Mtb FBA inh: -1; GDH-TPI inh: 5; Vc quorum ag: -0.1

What do the screens show for `Cc1ccc(NC(=O)CSc2ncnc3ccccc23)cc1S(=O)(=O)N1CCCCC1`?
Mtb UGM inh: -1.6; Yp Topo-I inh: 20; PfHsp40 yeast: 0.1; FadD28 FP inh: -0.9; Mtb FBA inh: 3; GDH-TPI inh: -1; Vc quorum ag: -0.2

How did Cc1cc(Br)cc(Cl)c1OCC(=O)N1CCN(C(=O)c2ccco2)CC1 do in these assays?
Mtb UGM inh: 1.2; Yp Topo-I inh: 24; TcdB GH inh: 0.4; PfHsp40 yeast: 0.2; FadD28 FP inh: -3.4; BioA inh: 3.6; Mtb FBA inh: 1; GDH-TPI inh: -8; Vc quorum ag: -0.6

What do the screens show for `CN(C)c1ccc(/C=N/N=C/c2ccccc2O)cc1`?
Mtb UGM inh: -0.9; Yp Topo-I inh: 3; PfHsp40 yeast: -0.8; FadD28 FP inh: -0.8; Mtb FBA inh: -1; GDH-TPI inh: 27; Vc quorum ag: 0.0

How did c1ccc(Cn2c(SCCN3CCOCC3)nnc2-c2cccnc2)cc1 do in these assays?
Mtb UGM inh: -0.7; Yp Topo-I inh: 5; PfHsp40 yeast: -0.5; FadD28 FP inh: -1.1; Mtb FBA inh: -1; GDH-TPI inh: -10; Vc quorum ag: inactive

Results for C/C(=N/OC(=O)C1CC12CCC2)c1ccc(Br)cc1 (configuration not stated) ?
Mtb UGM inh: -0.7; Yp Topo-I inh: 8; TcdB GH inh: 1.1; PfHsp40 yeast: 1.0; FadD28 FP inh: -3.0; Mtb FBA inh: -6; GDH-TPI inh: -1; Vc quorum ag: -0.1

Results for CC(=C/c1ccco1)/C=N/NC(=O)CSc1nnc(SCc2ccc(C)cc2)s1 ?
Mtb UGM inh: 1.6; Yp Topo-I inh: 36; TcdB GH inh: 0.7; PfHsp40 yeast: 2.4; FadD28 FP inh: -2.7; Mtb FBA inh: 0; GDH-TPI inh: 13; Vc quorum ag: -0.5

Results for O=C(NC(=S)N1CCCCCC1)c1cccc([N+](=O)[O-])c1 ?
Mtb UGM inh: 0.6; Yp Topo-I inh: 2; TcdB GH inh: 0.7; PfHsp40 yeast: -1.4; FadD28 FP inh: -2.7; BioA inh: -0.1; Mtb FBA inh: -2; GDH-TPI inh: -5; Vc quorum ag: inactive

Nothing new here: an excerpt of the list.
Results for CC(=C/c1ccco1)/C=N/NC(=O)CSc1nnc(SCc2ccc(C)cc2)s1 ?
Mtb UGM inh: 1.6; Yp Topo-I inh: 36; TcdB GH inh: 0.7; PfHsp40 yeast: 2.4; FadD28 FP inh: -2.7; Mtb FBA inh: 0; GDH-TPI inh: 13; Vc quorum ag: -0.5

Results for O=C(NC(=S)N1CCCCCC1)c1cccc([N+](=O)[O-])c1 ?
Mtb UGM inh: 0.6; Yp Topo-I inh: 2; TcdB GH inh: 0.7; PfHsp40 yeast: -1.4; FadD28 FP inh: -2.7; BioA inh: -0.1; Mtb FBA inh: -2; GDH-TPI inh: -5; Vc quorum ag: inactive
